Mcl-1 Bim block: inhibitors of Bim peptide binding to Mcl-1, primary screen, biochemical, bead-based flow cytometry, multiplex. inhibition, % at 10 µM. Induced myeloid leukemia cell differentiation protein Mcl-1 (Homo sapiens), Q07820. Bim peptide-Mcl-1 binding. AID 1009, 2008. actives 0.1% (n = 190,000); in the data active = inhibition above about 40%;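 also: 0% = no compound tracer wells and 100% = peptide blocker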
Target sequence (Q07820 whole entry, looked up): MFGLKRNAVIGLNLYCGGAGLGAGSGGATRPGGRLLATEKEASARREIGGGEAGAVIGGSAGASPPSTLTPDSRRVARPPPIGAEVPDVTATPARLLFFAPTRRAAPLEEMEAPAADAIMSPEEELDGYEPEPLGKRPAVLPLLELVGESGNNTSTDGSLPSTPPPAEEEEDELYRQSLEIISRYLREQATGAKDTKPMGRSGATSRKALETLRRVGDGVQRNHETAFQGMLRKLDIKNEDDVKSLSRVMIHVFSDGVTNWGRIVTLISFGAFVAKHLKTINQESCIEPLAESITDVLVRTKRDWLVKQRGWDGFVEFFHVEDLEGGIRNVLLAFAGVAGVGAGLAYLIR
Cdc42 wt: modulators of GTP binding to wildtype Cdc42, primary screen, biochemical, multiplex bead flow cytometry, Bodipy-GTP. Cell division control protein 42 homolog (Homo sapiens), P60953. GST-Cdc42 beads; actives lie on both sides. percent activity (GTP binding), % at 10 µM. actives 0.2% (n = 190,000). AID 761, 2007;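 active = percent activity GTP binding at least 20 points away from the 100% baseline, either down as inhibitor or up as activator; inconclusive = compound flagged as likely green fluorescent from well-wide comparison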;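 also: median bead fluorescence of bound Bodipy-FL-GTP at 100 nM; 0% = excess unlabeled GTP control and 100% = no compound control; below 100% means less GTP binding so inhibitor and above means activator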
Target sequence (P60953 whole entry, looked up): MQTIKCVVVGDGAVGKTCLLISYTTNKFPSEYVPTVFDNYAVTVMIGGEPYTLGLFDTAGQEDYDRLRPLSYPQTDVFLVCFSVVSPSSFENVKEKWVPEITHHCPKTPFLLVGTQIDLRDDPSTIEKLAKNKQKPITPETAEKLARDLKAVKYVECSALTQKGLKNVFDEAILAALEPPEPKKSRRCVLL
Rab2A wt mod: modulators of GTP binding to Rab2A wildtype, primary screen, biochemical, dog, bead-based flow cytometry, multiplex; Ras-related protein Rab-2A (Canis lupus familiaris), P61105; GTP binding activity, % at 10 µM; actives 0.19% (n = 190,000); GST-Rab2 wt beads, Bodipy-GTP binding;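 active = GTP binding activity at least 20 points away from 100%, either lowered or raised; inconclusive = signal likely due to the compound's own green fluorescence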;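 also: 0% = beads with excess unlabeled GTP and 100% = no-compound control corrected for plate trend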
Mcl1 Bid PPI: Mcl-1/Bid binding inhibitors, primary screen, biochemical, TR-FRET, 1536-well. AID 1021, 2008. inhibition, % at 21.7 µM. TR-FRET Mcl-1/Bid-Dy647 peptide binding. actives 0.97% (n = 220,000);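 active = compounds that cut the binding signal by more than half at the single screening dose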;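 also: His-tagged Mcl-1 with europium anti-His antibody binding Bid BH3 peptide; 0% = Mcl-1 plus peptide wells and 100% = peptide-only wells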
HRas wt GTP bind: modulators of GTP binding to HRas wildtype, primary screen, biochemical, bead-based flow cytometry, multiplex; GST-Ras wt beads, Bodipy-FL-GTP binding; actives lie on both sides; GTP binding activity, % at 10 µM; actives 0.14% (n = 190,000);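 active = GTP binding activity at least 20% away from the 100% baseline, either lowered as inhibitor or raised as activator; inconclusive = flagged as likely green fluorescent, judged across all proteins in the well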;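 also: 0% = unlabeled GTP competition control and 100% = no-compound control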
Target sequence (P01112 whole entry, looked up): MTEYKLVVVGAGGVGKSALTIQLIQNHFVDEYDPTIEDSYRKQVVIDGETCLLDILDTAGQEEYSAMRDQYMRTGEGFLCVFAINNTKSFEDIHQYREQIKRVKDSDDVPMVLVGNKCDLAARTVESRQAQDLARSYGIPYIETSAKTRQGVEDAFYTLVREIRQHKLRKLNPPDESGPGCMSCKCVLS
Mcl1 Noxa PPI: Mcl-1/Noxa binding inhibitors, primary screen, biochemical, TR-FRET, 1536-well. Induced myeloid leukemia cell differentiation protein Mcl-1 (Homo sapiens), Q07820. TR-FRET Mcl-1/Noxa peptide binding, 2 h. inhibition, % at 21.7 µM. actives 1.5% (n = 220,000). AID 1022, 2008;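 active = compounds that cut the protein-peptide binding signal by more than 50% relative to plate controls in a single-dose test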;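 also: His-tagged Mcl-1 with rhodamine Noxa BH3 peptide and terbium anti-His antibody; 0% = Mcl-1 plus Noxa peptide wells and 100% = peptide-only wells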
Pf gamet viab: late stage P. falciparum gametocyte viability inhibitors, primary screen, ATP luminescence, HTS | P. falciparum stage V gametocytes, 24 h | inhibition, % at 10.9 µM | actives 0.065% (n = 150,000) | AID 743093, 2013;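 active = inhibition above the mean plus 3 SD of compounds within the control limits, set per campaign, cut at about 38% in these data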;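 also: 0% = DMSO wells and 100% = medium only without gametocytes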
Rac1 wt GTP bind: wildtype Rac1 GTP binding modulators, primary screen, biochemical, GST-Rac1 beads, flow cytometry, multiplex; AID 757, 2007; fluorescent GTP binding; actives lie on both sides; 0 = cold GTP competed, 100 = untreated; GTP binding activity (% of control), % at 10 µM; actives 0.27% (n = 190,000); Ras-related C3 botulinum toxin substrate 1 (Homo sapiens), P63000;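 active = GTP binding activity at least 20 points away from the 100% control level, either lower or higher; inconclusive = compound flagged as likely green fluorescent, judged across all proteins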
Rab7 wt GTP bind: modulators of GTP binding to Rab7, primary screen, biochemical, wildtype, multiplex bead flow cytometry; Rab7 GTPase wild type (dog), Bodipy-FL-GTP binding; GST-Rab7 beads, fluorescent GTP binding; actives lie on both sides; untreated = 100%, excess cold GTP = 0%; GTP binding activity (percent of control), % at 10 µM; actives 0.055% (n = 190,000); AID 758, 2007;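 active = fluorescent GTP binding to Rab7 beads changed by at least 20 points from the 100% baseline, either direction, mostly lower; inconclusive = compound itself probably fluorescent, or too few beads counted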;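 also: median green fluorescence of bound Bodipy-FL-GTP per Rab7 bead population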
Avidin bead fluor: green autofluorescence of compounds with avidin beads – biophysical, 488/530 nm, flow cytometry, artefact control, profiling panel; compound fluorescence 488/530 nm; active compounds read high; fluorescence (KMESF) at 10 µM; actives 0.38% (n = 220,000); AID 1775, 2009; in the data active = fluorescence above about 47; also: inactives centre near 10
Rac1 mut GTP: GTP binding modulators of activated mutant Rac1, primary screen, biochemical, bead-based flow cytometry, multiplex, fluorescent GTP; Ras-related C3 botulinum toxin substrate 1 (Homo sapiens), P63000; GST-Rac1 activated beads; actives lie on both sides; 100% means binding = to untreated wells; percent activity (GTP binding), % at 10 µM; actives 0.11% (n = 190,000); AID 764, 2007;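 active = GTP binding at least 20 percentage points away from the 100% baseline, in either direction, so actives lie on both sides; inconclusive = Compound likely fluorescent itself, or too few beads counted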
* = called active by the depositor.

COc1ccc(C2=CC(=O)CC(c3ccc(OC)cc3)C2)cc1 (centres undefined) was read as Mcl-1 Bim block 2, Cdc42 wt 98, Rab2A wt mod 100, Mcl1 Bid PPI -28, HRas wt GTP bind 98, Mcl1 Noxa PPI 5, Pf gamet viab -3, Rac1 wt GTP bind 98, Rab7 wt GTP bind 104, Avidin bead fluor 11 and Rac1 mut GTP 95.
For CCc1cc(C(=O)c2ccc(C)cc2)c(NC(=O)CCl)s1 the results were Mcl-1 Bim block -4, Cdc42 wt 100, Rab2A wt mod 98, Mcl1 Bid PPI -11, HRas wt GTP bind 99, Mcl1 Noxa PPI 6, Pf gamet viab 11, Rac1 wt GTP bind 105, Rab7 wt GTP bind 103, Avidin bead fluor 12 and Rac1 mut GTP 99.
CC(=O)O[C@H]1C[C@@]2(C)[C@@H](C[C@@H](O)[C@H]3[C@@]4(C)CC[C@@H](O)[C@@H](C)C4CC[C@@]32C)/C1=C(\CCC=C(C)C)C(=O)O (some centres undefined) was read as Mcl-1 Bim block -1, Cdc42 wt 103, Rab2A wt mod 97, Mcl1 Bid PPI -9, HRas wt GTP bind 102, Mcl1 Noxa PPI 4, Rac1 wt GTP bind 104, Rab7 wt GTP bind 92, Avidin bead fluor 10 and Rac1 mut GTP 100.
For Cc1ccc(/C=N/c2sc(Cc3ccccc3)c(C)c2C(N)=O)o1 the results were Mcl-1 Bim block -24, Cdc42 wt 99, Rab2A wt mod 99, Mcl1 Bid PPI -37, HRas wt GTP bind 102, Mcl1 Noxa PPI 7, Pf gamet viab -7, Rac1 wt GTP bind 105, Rab7 wt GTP bind 102, Avidin bead fluor 2 and Rac1 mut GTP 100.
`Cn1nc([N+](=O)[O-])nc1Sc1nnc(-c2ccccc2)o1` gave Mcl-1 Bim block 0, Cdc42 wt 104, Rab2A wt mod 102, Mcl1 Bid PPI -28, HRas wt GTP bind 101, Mcl1 Noxa PPI 18, Pf gamet viab -13, Rac1 wt GTP bind 104, Rab7 wt GTP bind 104, Avidin bead fluor 14 and Rac1 mut GTP 101.
`O=C(Nc1ccc(/C=C/c2nc3ccccc3o2)cc1)c1cccc(C(F)(F)F)c1` gave Mcl-1 Bim block -1, Cdc42 wt 104, Rab2A wt mod 102, Mcl1 Bid PPI -39, HRas wt GTP bind 104, Mcl1 Noxa PPI 9, Rac1 wt GTP bind 108, Rab7 wt GTP bind 103, Avidin bead fluor 15 and Rac1 mut GTP 99.
`CC1Oc2ccccc2N(Cc2ccccc2Cl)C1=O` (centres undefined) gave Mcl-1 Bim block 0, Cdc42 wt 101, Rab2A wt mod 100, Mcl1 Bid PPI 10, HRas wt GTP bind 98, Mcl1 Noxa PPI -1, Rac1 wt GTP bind 101, Rab7 wt GTP bind 96, Avidin bead fluor 36 and Rac1 mut GTP 97.
Screening CC1CC(C)CN(C(=O)Cn2c(=O)n(CCCCC(=O)NCc3ccco3)c(=O)c3ccccc32)C1 (centres undefined) returned Mcl-1 Bim block 0, Cdc42 wt inconclusive, Rab2A wt mod inconclusive, Mcl1 Bid PPI -21, HRas wt GTP bind inconclusive, Mcl1 Noxa PPI 11, Pf gamet viab 10, Rac1 wt GTP bind inconclusive, Rab7 wt GTP bind inconclusive, Avidin bead fluor 13 and Rac1 mut GTP inconclusive.
CCOc1ccc(-c2nnn(CC(=O)NCc3ccc(F)cc3)n2)cc1OCC was read as Mcl-1 Bim block -4, Cdc42 wt 101, Rab2A wt mod 99, Mcl1 Bid PPI -17, HRas wt GTP bind 101, Mcl1 Noxa PPI -15, Pf gamet viab -17, Rac1 wt GTP bind 105, Rab7 wt GTP bind 98, Avidin bead fluor 17 and Rac1 mut GTP 99.
Screening O=C1/C(=C/c2cccs2)Sc2ccccc21 returned Mcl-1 Bim block 75*, Cdc42 wt 98, Rab2A wt mod 97, Mcl1 Bid PPI 10, HRas wt GTP bind 98, Mcl1 Noxa PPI 38, Pf gamet viab -2, Rac1 wt GTP bind 99, Rab7 wt GTP bind 99, Avidin bead fluor 13 and Rac1 mut GTP 99.
For CC(C)Oc1cccc(C(=O)C2CCCN(Cc3ccc(Oc4ncccn4)cc3)C2)c1 (centres undefined) the results were Mcl-1 Bim block -6, Cdc42 wt 95, Rab2A wt mod 99, Mcl1 Bid PPI -8, HRas wt GTP bind 95, Mcl1 Noxa PPI 9, Pf gamet viab -27, Rac1 wt GTP bind 96, Rab7 wt GTP bind 102, Avidin bead fluor 3 and Rac1 mut GTP 95.
For COc1ccc(C(=O)NC2CCCCCC2)cc1S(=O)(=O)N1CCCc2ccccc21 the results were Mcl-1 Bim block -5, Cdc42 wt 100, Rab2A wt mod 100, Mcl1 Bid PPI -19, HRas wt GTP bind 98, Mcl1 Noxa PPI 14, Pf gamet viab 14, Rac1 wt GTP bind 104, Rab7 wt GTP bind 100, Avidin bead fluor 18 and Rac1 mut GTP 99.
`CC1CC(C)CN(C(=O)COC(=O)c2cc3ccccc3cc2O)C1` (centres undefined) gave Mcl-1 Bim block -3, Cdc42 wt 101, Rab2A wt mod 99, Mcl1 Bid PPI -30, HRas wt GTP bind 100, Mcl1 Noxa PPI 7, Rac1 wt GTP bind 103, Rab7 wt GTP bind 101, Avidin bead fluor 6 and Rac1 mut GTP 98.
`c1ccc2c(COn3nnc4ccccc43)cccc2c1` gave Mcl-1 Bim block 5, Cdc42 wt 102, Rab2A wt mod 98, Mcl1 Bid PPI 10, HRas wt GTP bind 102, Mcl1 Noxa PPI 13, Pf gamet viab -69, Rac1 wt GTP bind 108, Rab7 wt GTP bind 98, Avidin bead fluor 6 and Rac1 mut GTP 101.
For CCOc1cccc(NC(=O)CSc2nncn2N)c1 the results were Mcl-1 Bim block -3, Cdc42 wt 105, Rab2A wt mod 100, Mcl1 Bid PPI -17, HRas wt GTP bind 102, Mcl1 Noxa PPI -12, Pf gamet viab -21, Rac1 wt GTP bind 102, Rab7 wt GTP bind 99, Avidin bead fluor 35 and Rac1 mut GTP 101.
`CN(C)/C=C(/C(=O)c1ccc(Cl)cc1)S(C)(=O)=O` gave Mcl-1 Bim block 0, Cdc42 wt 95, Rab2A wt mod 95, Mcl1 Bid PPI -8, HRas wt GTP bind 97, Mcl1 Noxa PPI 14, Pf gamet viab 7, Rac1 wt GTP bind 93, Rab7 wt GTP bind 99, Avidin bead fluor 9 and Rac1 mut GTP 95.
For NCCS the results were Mcl-1 Bim block -1, Cdc42 wt 103, Rab2A wt mod 98, Mcl1 Bid PPI 7, HRas wt GTP bind 101, Mcl1 Noxa PPI 1, Rac1 wt GTP bind 102, Rab7 wt GTP bind 100, Avidin bead fluor 9 and Rac1 mut GTP 99.
`CC(NC(=O)COc1ccccc1F)C1CC2CCC1C2` (centres undefined) gave Mcl-1 Bim block -1, Cdc42 wt 97, Rab2A wt mod 100, Mcl1 Bid PPI -16, HRas wt GTP bind 101, Mcl1 Noxa PPI -1, Rac1 wt GTP bind 98, Rab7 wt GTP bind 106, Avidin bead fluor 12 and Rac1 mut GTP 94.
For COc1cc(NC(=O)C23CC4CC(C2)CC(n2cnc([N+](=O)[O-])n2)(C4)C3)cc(OC)c1 the results were Mcl-1 Bim block -10, Cdc42 wt 99, Rab2A wt mod 99, Mcl1 Bid PPI -41, HRas wt GTP bind 100, Mcl1 Noxa PPI 6, Pf gamet viab 9, Rac1 wt GTP bind 102, Rab7 wt GTP bind 96, Avidin bead fluor 5 and Rac1 mut GTP 99.
`CC(C)(C)C(=O)/C=c1\[nH]c(=O)/c(=C\c2ccccc2F)s1` gave Mcl-1 Bim block 2, Cdc42 wt 89, Rab2A wt mod 91, Mcl1 Bid PPI -25, HRas wt GTP bind 92, Mcl1 Noxa PPI 10, Pf gamet viab 27, Rac1 wt GTP bind 86, Rab7 wt GTP bind 97, Avidin bead fluor 10 and Rac1 mut GTP 91.
Screening Cc1ccc(Cn2cc(/C=N/Nc3ccc([N+](=O)[O-])cn3)c3ccccc32)cc1 returned Mcl-1 Bim block -7, Cdc42 wt 101, Rab2A wt mod 98, Mcl1 Bid PPI 15, HRas wt GTP bind 100, Mcl1 Noxa PPI -3, Rac1 wt GTP bind 100, Rab7 wt GTP bind 98, Avidin bead fluor 14 and Rac1 mut GTP 98.
For Cc1ccc(S(=O)(=O)N2CCOCC2)cc1NC(=O)CSc1ccccn1 the results were Mcl-1 Bim block 0, Cdc42 wt 96, Rab2A wt mod 99, Mcl1 Bid PPI -21, HRas wt GTP bind 98, Mcl1 Noxa PPI -12, Pf gamet viab 2, Rac1 wt GTP bind 96, Rab7 wt GTP bind 105, Avidin bead fluor 9 and Rac1 mut GTP 93.
Screening CC(=O)Nc1nc2ccc(C(=O)NCCOC(=O)C3CCCCC3)cc2s1 returned Mcl-1 Bim block -5, Cdc42 wt 95, Rab2A wt mod 97, Mcl1 Bid PPI -24, HRas wt GTP bind 100, Mcl1 Noxa PPI -4, Pf gamet viab -18, Rac1 wt GTP bind 99, Rab7 wt GTP bind 105, Avidin bead fluor 11 and Rac1 mut GTP 93.
`COCCNC(=O)COC(=O)/C=C/c1c(C)nn(Cc2ccc(Cl)cc2Cl)c1Cl` gave Mcl-1 Bim block -2, Cdc42 wt 104, Rab2A wt mod 103, Mcl1 Bid PPI -6, HRas wt GTP bind 103, Mcl1 Noxa PPI -6, Rac1 wt GTP bind 106, Rab7 wt GTP bind 104, Avidin bead fluor 37 and Rac1 mut GTP 100.

Screening data: PubChem BioAssay, several laboratories
